KCNQ2 inh = KCNQ2 potassium channel inhibitors, primary screen, cell-based, CHO-K1, FluxOR thallium flux, B-score (AID 2156); Potassium voltage-gated channel subfamily KQT member 2 (Rattus norvegicus), O88943; 20 min; active compounds read low; actives 1.1% (n = 310,000); B-score at 10 µM;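 active = fluorescence ratio B-score at most minus 3 library SDs, with starting brightness B-score within 2 library SDs, cut at about -5.5 in these data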
Target sequence (O88943 whole entry, looked up): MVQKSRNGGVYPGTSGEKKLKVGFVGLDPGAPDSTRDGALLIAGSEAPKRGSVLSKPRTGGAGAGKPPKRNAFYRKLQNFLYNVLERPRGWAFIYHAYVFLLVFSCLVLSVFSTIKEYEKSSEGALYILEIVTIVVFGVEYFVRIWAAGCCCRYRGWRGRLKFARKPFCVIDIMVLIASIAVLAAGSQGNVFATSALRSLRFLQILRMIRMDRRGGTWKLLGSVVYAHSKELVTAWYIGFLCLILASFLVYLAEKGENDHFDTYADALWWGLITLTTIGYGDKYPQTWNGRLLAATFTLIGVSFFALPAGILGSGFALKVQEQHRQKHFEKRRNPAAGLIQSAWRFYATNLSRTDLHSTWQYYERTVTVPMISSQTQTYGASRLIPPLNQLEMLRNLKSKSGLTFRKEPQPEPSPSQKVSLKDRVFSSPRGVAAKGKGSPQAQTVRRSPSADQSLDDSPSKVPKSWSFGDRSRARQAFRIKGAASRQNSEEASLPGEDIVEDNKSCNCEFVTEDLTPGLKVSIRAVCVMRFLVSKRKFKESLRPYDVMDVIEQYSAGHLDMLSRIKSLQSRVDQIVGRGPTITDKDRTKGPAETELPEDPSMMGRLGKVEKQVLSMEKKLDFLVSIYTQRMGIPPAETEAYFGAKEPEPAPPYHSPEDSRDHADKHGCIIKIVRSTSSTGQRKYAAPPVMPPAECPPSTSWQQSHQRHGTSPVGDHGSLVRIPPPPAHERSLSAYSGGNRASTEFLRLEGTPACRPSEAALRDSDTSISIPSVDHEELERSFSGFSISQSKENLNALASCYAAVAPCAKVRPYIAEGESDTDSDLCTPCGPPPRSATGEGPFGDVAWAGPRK
STK33 kinase inh = inhibitors of purified STK33 kinase, primary screen, biochemical, ADP-Glo luminescence, homogeneous, cell-free; Serine/threonine-protein kinase 33 (Homo sapiens), Q9BYT3; MBP phosphorylation; inhibition, % at 10 µM; actives 0.073% (n = 320,000);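 active = inhibition at or above 25%, using the most active replicate where run in duplicate; inactive = inhibition below 25%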
Kir21 inh = inhibitors of mouse Kir2.1 inward-rectifier potassium channel; HEK293-Kir2.1, FluxOR thallium flux fluorescence; active compounds read low; B-score at 10 µM; actives 0.85% (n = 310,000);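 active = fluorescence ratio B-score at or below minus 3 SD of library scores, with starting-brightness B-score within 2 SD, cut at about -4.2 in these data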;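 note: channel flux triggered by added potassium and thallium sulfate stimulus; B-score of peak minus minimum fluorescence over baseline after thallium stimulus; more negative B-score means stronger Kir2.1 block with less thallium influx; some compounds called inactive have numbers as strong as hits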
Numbers without * were called inactive; i = inactive; . = not tested or not shown.

KCNQ2 inh	STK33 kinase inh	Kir21 inh	SMILES
i	-0.1	0.38	Cc1cccc(NC(=O)C2CCN(c3ncnc4c3nc3n4CCCCC3)CC2)n1
i	-0.5	-2.2	Fc1ccccc1-n1cc(-c2ccccc2)[nH]c1=S
i	-1.5	0.32	CCN(CC)C(=O)C(C)N(C#N)c1nc(NC(C)C)nc(NC(C)C)n1 (stereo not given)
i	0.3	0.63	CCOc1ccc(S(=O)(=O)NCc2ccc3c(c2)OCO3)cc1NC(C)=O
i	-1.0	-0.53	COc1ccc(C(=O)NC(NC(=O)c2ccc(OC)cc2)c2ccccc2F)cc1
i	.	-20	CC(C)CC1=NN2C(=N)/C(=C\c3coc4ccccc4c3=O)C(=O)N=C2S1
i	1.0	-1.3	CC(C)(C)c1[nH]nc2c1C(Cc1ccccc1)C(C#N)=C(N)O2 (stereo not given)
i	0.3	-1.5	CC(C)c1cccc(C(C)C)c1NC(=O)Cn1c(=O)cnc2ccccc21
i	-0.3	0.28	CCCC(=O)Nc1nn(C)c2nc3cc(C)ccc3cc12
i	-0.3	0.03	O=c1c(N2CCOCC2)nsnc1N1CCOCC1
i	-0.2	-0.09	CC(=O)NCCC(=O)N(C)CC1CCN(CCc2cccc(C(F)(F)F)c2)CC1
i	0.9	2.1	COc1cccc(CN(C(=O)c2ccco2)C(C(=O)NC2CCCC2)c2cccnc2)c1 (stereo not given)
i	0.2	1.1	Cc1ccc(S(=O)(=O)N2CCC(=O)N(CCOCc3cccc(F)c3)CC2)cc1
i	-0.3	-2.6	COc1ccc(C(=O)NNC(=S)NC(=O)c2ccc(F)cc2)cc1Br
i	-0.4	0.05	NC(=O)C1CCN(C(=O)c2ccc3c(c2)S(=O)(=O)c2ccccc2C3=O)CC1
i	-1.9	-0.02	Cc1nn(C(=O)c2ccco2)c(C)c1Br
i	-0.3	0.5	CCC[C@H]1COCCS(=O)(=O)N1Cc1ccccc1
i	-0.7	0.38	CCc1ccc(NC(=O)c2ccccc2SC)cc1
i	-2.1	-0.75	Cc1ccc(S(=O)(=O)NC2=NCN(CCN3CCOCC3)CN2)cc1
i	-0.2	-1.2	C=CCc1cc(C)ccc1OCCCC(C(=O)OCC)C(=O)OCC
i	-0.7	-0.39	CCn1c(-c2cc(OC)c(OC)c(OC)c2)n[nH]c1=S
i	-0.4	-0.6	O=C(O)CSc1nnc(COc2cccc3cccnc23)n1-c1cccc(C(F)(F)F)c1
i	-0.1	-3.5	CCCC1C2CN(C(C)C)CC=C2C(C#N)=C(N)C1(C#N)C#N (stereo not given)
i	-0.5	-1.4	CC1S/C(=N/N=C/c2ccco2)NC1=O (stereo not given)
i	4.7	0.28	CCOc1cccc(/C=N/NC(=O)c2cc(C3CC3)[nH]n2)c1O
i	0.5	0	COc1ccc(CNC(=O)CN(C(=O)CCC(=O)Nc2ccccn2)c2cccc(C)c2)cc1
i	0.0	-0.33	COC(=O)c1c(NC(=O)COC(=O)CNC(=O)c2ccco2)sc(C)c1C
i	0.4	-3.6	N/C(=N\O)c1cn(Cc2ccccc2Cl)c2ccccc12
i	-0.6	-0.72	Cc1ccc(NS(=O)(=O)c2c(C)[nH]c(C)c2C(=O)N2CCCCC2)c(Cl)c1
i	-1.5	0.62	CCOC(=O)C1=C(COC(=O)C2CC(=O)N(c3ccc(C)cc3)C2)NC(=O)NC1C (stereo not given)
i	0.2	0.94	CCn1c(COc2ccccc2)nc2ccccc21
i	1.4	-0.7	CCc1nn2c(=O)c(S(=O)(=O)Nc3cccc(F)c3)c(C)nc2s1
i	-1.2	0.37	C[C@@]12C(=O)N(Cc3ccc(-c4ccccc4)cc3)CC(=O)N1[C@H](/C=C/c1ccccc1)[C@@H]1C(=O)N(c3ccccc3)C(=O)[C@@H]12
i	-1.0	1.6	COc1ccccc1N1CCN(C(c2ccccn2)c2nnnn2C2CCCCC2)CC1 (stereo not given)
i	-0.8	-1.2	Cc1ccc(C(=O)OCC(=O)Nc2ncc(Cl)cc2Cl)cc1NC(=O)c1ccco1
i	1.3	2.5	C=CCNC(=O)C1CCN(S(=O)(=O)c2ccc(Br)cc2)CC1
i	0.1	1.4	O=C1CC2(CCN(S(=O)(=O)c3ccccc3F)CC2)Oc2ccccc21
i	-0.5	-0.5	CCN(CC)S(=O)(=O)c1cccc(NC(=O)CNc2cccc(S(=O)(=O)N3CCCC3)c2)c1
i	-2.1	0.24	Cn1cc(Cl)c(C(=O)NC2CCCCCC2)n1
i	-1.0	-1.3	Cc1cc(NC(=O)CCC(=O)N(Cc2ccco2)C2(C(=O)NC3CCCC3)CCC(C)CC2)no1 (stereo not given)

Rewritten as a markdown table: 12 of the compounds above.
| Molecule | KCNQ2 inh | STK33 kinase inh | Kir21 inh |
| --- | --- | --- | --- |
| CC1S/C(=N/N=C/c2ccco2)NC1=O (stereo not given) | i | -0.5 | -1.4 |
| CCOc1cccc(/C=N/NC(=O)c2cc(C3CC3)[nH]n2)c1O | i | 4.7 | 0.28 |
| COc1ccc(CNC(=O)CN(C(=O)CCC(=O)Nc2ccccn2)c2cccc(C)c2)cc1 | i | 0.5 | 0 |
| COC(=O)c1c(NC(=O)COC(=O)CNC(=O)c2ccco2)sc(C)c1C | i | 0.0 | -0.33 |
| N/C(=N\O)c1cn(Cc2ccccc2Cl)c2ccccc12 | i | 0.4 | -3.6 |
| Cc1ccc(NS(=O)(=O)c2c(C)[nH]c(C)c2C(=O)N2CCCCC2)c(Cl)c1 | i | -0.6 | -0.72 |
| CCOC(=O)C1=C(COC(=O)C2CC(=O)N(c3ccc(C)cc3)C2)NC(=O)NC1C (stereo not given) | i | -1.5 | 0.62 |
| CCn1c(COc2ccccc2)nc2ccccc21 | i | 0.2 | 0.94 |
| CCc1nn2c(=O)c(S(=O)(=O)Nc3cccc(F)c3)c(C)nc2s1 | i | 1.4 | -0.7 |
| C[C@@]12C(=O)N(Cc3ccc(-c4ccccc4)cc3)CC(=O)N1[C@H](/C=C/c1ccccc1)[C@@H]1C(=O)N(c3ccccc3)C(=O)[C@@H]12 | i | -1.2 | 0.37 |
| COc1ccccc1N1CCN(C(c2ccccn2)c2nnnn2C2CCCCC2)CC1 (stereo not given) | i | -1.0 | 1.6 |
| Cc1ccc(C(=O)OCC(=O)Nc2ncc(Cl)cc2Cl)cc1NC(=O)c1ccco1 | i | -0.8 | -1.2 |

Quoted at random: two entries already listed, in no set order.
KCNQ2 inh	STK33 kinase inh	Kir21 inh	SMILES
i	-2.1	0.24	Cn1cc(Cl)c(C(=O)NC2CCCCCC2)n1
i	1.0	-1.3	CC(C)(C)c1[nH]nc2c1C(Cc1ccccc1)C(C#N)=C(N)O2 (stereo not given)

Following part.
KCNQ2 inh	STK33 kinase inh	Kir21 inh	SMILES
i	0.0	-0.22	CCC(C)NC(=O)c1ccc(C(=O)c2ccccc2)cc1 (stereo not given)
i	0.4	-0.52	CCC(=O)N(C1=C(NC)C(=O)c2ccccc2C1=O)C(C)C
i	-0.2	-0.85	CCc1c(C)nc(SC/C=C/c2ccccc2)[nH]c1=O
i	-1.0	0.46	CC(=O)N1CCc2ccc(S(=O)(=O)Nc3ccccc3Cl)cc21
i	0.1	1.1	COC(=O)C1=C(C)N(Cc2cccnc2)C(=O)/C1=C\c1cccs1
i	0.4	1.1	CCCOc1ccc(N2C(=O)CC(N3CCC(c4nc5ccccc5o4)CC3)C2=O)cc1 (stereo not given)
i	0.0	0.27	CC1CCc2c(C(=O)Nc3ccc(OC(F)(F)F)cc3)csc2C1 (stereo not given)
i	-0.6	-2.8	COc1ccc(C(=O)C2=NN(C(C)=O)CC2c2ccco2)cc1 (stereo not given)
i	.	-0.94	NC(=O)/C(=N\OC(=O)c1ccco1)c1nc(-c2ccc(Br)cc2)cs1
i	-2.6	0.86	Cc1ccc(NC(=O)c2ccccc2OCc2ccc([N+](=O)[O-])cc2)nc1
i	-2.0	0.53	CCOc1cccc(C(=O)Nc2ccc3ccccc3c2)c1
i	0.3	-2.5	CCN(CC)c1ccc2c(Cl)c(Br)c(=O)oc2c1
i	0.2	-0.09	COc1ccc(NC(=O)c2ccc(NC(=O)CN(C)CC(=O)Nc3c(C)cccc3C)cc2)cc1
i	-2.3	-0.63	CC(=O)Nc1cccc(-n2c(=O)n(Cc3ccccc3)c(=O)c3[nH]cnc32)c1
i	-1.7	-0.6	CC1(C)CC(=O)N(c2ccc(Cl)cc2Cl)C(=O)C1
i	1.1	2.4	CCc1ccc(C(=O)N2CCCC2)s1
i	-0.3	-0.51	Cc1ncn(-c2ccccc2)c1-c1ccccc1
i	-1.2	-0.05	COc1ccc(CC(=O)Nc2c3c(nn2-c2cccc(C)c2C)CS(=O)(=O)C3)cc1
i	-2.2	0.67	COC(=O)c1ccc(COc2cccc3c2CCN(Cc2cccc(C)c2)C3=O)o1
i	.	-1.1	Cc1ccc(/C=N\NC(=O)c2cc([N+](=O)[O-])cc([N+](=O)[O-])c2)o1
i	-2.9	-1.9	COc1ccc(NS(=O)(=O)c2cccc(C(=O)N(C)Cc3cccs3)c2)cc1
i	-2.1	-2.4	Cc1ccccc1OCC(=O)Nc1nnc(C2CCCCC2)s1
i	0.3	-1.3	O=[N+]([O-])c1ccc(N/N=C/c2cn(Cc3ccc(F)cc3)c3ccccc23)nc1
i	0.8	-2.9	O=c1[nH][nH]c(-c2ccccc2O)c1C(C[N+](=O)[O-])c1ccc(Br)cc1 (stereo not given)
i	0.5	-1.9	C=CCNC(=S)Nc1cccc(NC(=S)NCC=C)c1
i	-0.6	0.67	COc1ccc(-n2cnnc2SCC(=O)Nc2ccc(C(N)=O)cc2)cc1
i	-1.7	0.05	O=S(=O)(Nc1ccon1)c1ccc(Br)cc1
i	0.7	0.15	Cc1ccc2cc(C(c3nnnn3C3CCCC3)N3CCN(c4ccccc4)CC3)c(=O)[nH]c2c1 (stereo not given)
i	-2.8	0.37	Cc1nc2c(-c3ccc(F)cc3)c(C)nn2c(C)c1CCC(=O)NCc1ccco1
i	-0.1	1.2	COc1ccc(/C=C(/C#N)c2cccnc2)cc1OC
i	0.6	0.34	CCN(CC(=O)Nc1c(F)cccc1F)C(=O)/C=C/c1ccc(S(=O)(=O)N2CCCCCC2)cc1
i	-3.0	0.5	Cc1ccc(-n2nc3cc(C)c(NC(=O)c4cccnc4)cc3n2)cc1
i	0.9	0.35	O=C(COc1ccc(/C=N/NC(=O)c2ccccc2O)cc1)Nc1ccc([N+](=O)[O-])cc1
i	-0.4	-2.3	CC(=O)c1cc(C#N)c(SCC(=O)OC(C)(C)C)nc1C
i	-0.5	-1.3	O=C(Cc1ccccc1)NCCC1=CCCCC1
i	-0.7	-0.78	O=C(CCCCCNC(=O)N1CCn2c1nc1ccccc12)N[C@@H](C(=O)O)c1ccccc1
i	.	0.97	CCOC(=O)c1nn(-c2ccc(F)cc2)c(=O)cc1OCC(=O)Nc1ccc(OCC)cc1
i	-0.5	-0.11	CCOC(=O)c1c(S(=O)(=O)N2CCCC2)c(C)n(C)c1C
i	-1.8	0.29	CC(C)(C)c1ccc(C(CC(=O)O)NC(=O)CSc2ccccc2)cc1 (stereo not given)
i	-2.3	0.25	CC(=O)N1CCN(c2ccc(NC(=O)c3cccc(Cl)c3)cc2)CC1
-7.2*	-0.5	-0.04	CCOC(=O)C(C)(C)N(Cc1ccccc1C)S(=O)(=O)c1ccc(Cl)c([N+](=O)[O-])c1
i	0.0	-0.06	CCN(CC(=O)NCc1cccs1)C(=O)c1ccc(NS(=O)(=O)c2cccc([N+](=O)[O-])c2)cc1
i	0.1	0.63	O=C(c1cccc(OC(F)F)c1)N1CCN(c2ncccn2)CC1
i	-1.6	0.29	C#CCOc1c(Cl)cc(C2C3=C(CCCC3=O)N(CC(=O)O)C3=C2C(=O)CCC3)cc1OC
i	-0.7	1.3	O=C(COC(=O)c1nsc(Cl)c1Cl)NC1CCCC1
i	-1.0	-1.1	COc1ccc(N2CCN(C(=O)Cn3cnc4c(cnn4-c4ccc(C)cc4)c3=O)CC2)cc1
i	2.0	-1.5	Cc1csc(=Nc2ccc(S(=O)(=O)N3CCOCC3)cc2)n1Cc1ccco1
i	0.8	1.4	COc1cc(O)c(CCO)c2c1C(=O)C[C@@H](C)O2
i	-0.6	-0.9	CN(C)CC#Cc1cncc(C(=O)NNC(=O)Nc2ccc(Cl)cc2)c1
i	-1.1	0.49	CC(C)C(C(=O)Nc1cccnc1)N1C(=O)c2ccccc2C1=O (stereo not given)
i	.	-0.81	CC(=O)Nc1cccc(NC(=O)CSc2nc3c(=O)n(C)c(=O)n(C)c3n2C)c1
i	-1.6	1.7	CCc1cccc2c(C(=O)C(F)(F)F)cn(CC(=O)NCC3CCCO3)c12 (stereo not given)
i	-0.5	-0.22	COc1cc(C)nc(NS(=O)(=O)c2ccccc2)n1
i	-0.9	-1	COCCCNC(=O)C1CCCN(C(=O)Nc2ccc(OC)cc2)C1 (stereo not given)
i	0.9	-0.99	CCCCn1c(=O)[nH]c(=O)c2c1nc(-c1ccc(OCC)cc1)n2CC
i	0.2	1.5	Cc1ccccc1NC(=O)CSc1nnc(NC(=O)C2CC2)s1
i	-0.7	2.3	C=CCSc1nnc(Cc2c(C)[nH]c3ccccc23)o1
i	-1.1	0.42	Cc1[nH]c2ccc(C(=O)NCCCN3CCCCC3)cc2c1C
i	-3.0	-0.3	FC(F)(F)c1cc(-c2ccccc2)nc(NCC2CCCO2)n1 (stereo not given)
i	0.5	-0.39	CC(=O)Nc1ccc(NC(=O)c2c(-c3ccccc3Cl)noc2C)cc1
i	-1.5	0.3	O/N=C/c1cc(Br)cs1

Assay outcomes from PubChem.
